mIAP block = blocks mouse intestinal alkaline phosphatase. purified mouse IAP, CDP-Star luminescence, 30 min. inhibition, % at 10 µM. hit rate 0.2% among 330,000;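 active = inhibition of at least 40% at 10 µM in the primary screen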;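 also: plate controls were DMSO with enzyme for no effect and no enzyme wells for full effect; values of inactives mirror those of a sister screen read the other way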
hIAP act = increases human intestinal alkaline phosphatase activity. P09923. purified human IAP, CDP-Star luminescence, 30 min; active compounds read high; 1 = vehicle-only enzyme, 0 = enzyme-free background. activation factor at 10 µM. hit rate 0.16% among 330,000;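 active = activation factor of the enzyme at least 2-fold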; also: the source names both 10 and 20 µM as test concentration; values of inactives mirror those of a sister screen read the other way
Target sequence (P09923 whole entry, looked up): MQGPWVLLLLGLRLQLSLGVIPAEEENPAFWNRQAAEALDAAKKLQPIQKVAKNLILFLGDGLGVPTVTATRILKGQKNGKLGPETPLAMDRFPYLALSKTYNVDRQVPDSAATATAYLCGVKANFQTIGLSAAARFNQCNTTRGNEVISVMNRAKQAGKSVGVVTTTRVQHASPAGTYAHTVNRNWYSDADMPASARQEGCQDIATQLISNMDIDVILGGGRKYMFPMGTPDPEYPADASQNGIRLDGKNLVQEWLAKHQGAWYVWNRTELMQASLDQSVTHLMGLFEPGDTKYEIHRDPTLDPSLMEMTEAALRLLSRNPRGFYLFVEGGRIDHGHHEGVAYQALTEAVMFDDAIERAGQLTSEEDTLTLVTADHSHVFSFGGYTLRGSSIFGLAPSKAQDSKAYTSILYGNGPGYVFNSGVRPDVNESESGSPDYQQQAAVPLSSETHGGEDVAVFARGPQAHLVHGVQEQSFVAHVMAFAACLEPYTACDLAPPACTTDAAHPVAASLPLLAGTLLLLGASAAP
APOBEC3G inh = APOBEC3G (human) deaminase inhibition. Q9HC16. recombinant A3G, ssDNA deamination FAM/TAMRA fluorescence. inhibition, % at 20 µM. hit rate 0.28% among 330,000;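 active = inhibition of at least 40% at 20 µM, with no more than 30% in the related APOBEC3A deaminase screen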;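 also: plate controls were DMSO wells with A3G for no effect and wells lacking A3G enzyme for full effect; some compounds called inactive have numbers as strong as hits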
Target sequence (Q9HC16 whole entry, looked up): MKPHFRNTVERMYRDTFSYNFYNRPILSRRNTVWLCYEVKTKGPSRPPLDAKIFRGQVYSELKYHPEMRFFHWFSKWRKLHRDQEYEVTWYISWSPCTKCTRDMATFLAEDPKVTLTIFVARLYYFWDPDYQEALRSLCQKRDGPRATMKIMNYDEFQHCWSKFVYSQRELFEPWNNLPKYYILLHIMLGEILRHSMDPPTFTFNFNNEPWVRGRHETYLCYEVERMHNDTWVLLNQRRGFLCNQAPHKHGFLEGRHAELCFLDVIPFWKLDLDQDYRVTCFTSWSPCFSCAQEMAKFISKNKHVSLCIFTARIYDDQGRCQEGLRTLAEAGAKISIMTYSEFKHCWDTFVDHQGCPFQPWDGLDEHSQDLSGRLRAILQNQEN
MIN6 prolif = inducers of beta-cell replication in MIN6 cells | AID 2380 | MIN6 cells proliferation, ATPlite luminescence, 48 h; cells starved in 0.2% serum; 100% = growth in 10% serum | hit rate 0.29% among 330,000 | proliferation, % at 10 µM;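 active = compounds whose signal lies at least 3.5 SD above the mean of all wells on their plate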;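 also: 0% = DMSO-treated cells in low-serum medium and 100% = 10% serum control; some compounds called inactive have numbers as strong as hits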
APOBEC3A inh = blocks human APOBEC3A ssDNA deamination; AID 493011; inhibition, % at 20 µM; hit rate 0.41% among 330,000; recombinant A3A, FAM/TAMRA ssDNA deamination fluorescence;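 active = at least 40% inhibition at 20 µM here, with at most 30% in a related deaminase screen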;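 also: plate controls were A3A with DMSO for no effect and wells lacking A3A enzyme for full effect; some results filed as inactive read as strong as hits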
Target sequence (P31941 whole entry, looked up): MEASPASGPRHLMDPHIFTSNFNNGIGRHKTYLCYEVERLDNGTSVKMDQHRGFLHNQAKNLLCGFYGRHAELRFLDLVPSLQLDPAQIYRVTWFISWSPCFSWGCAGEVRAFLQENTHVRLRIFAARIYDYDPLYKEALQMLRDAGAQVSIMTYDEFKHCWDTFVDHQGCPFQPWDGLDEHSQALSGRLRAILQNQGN
MPTP block = inhibitors of mitochondrial permeability transition pore | isolated mouse mitochondria, Ca2+ swelling absorbance, 30 min | inhibition, % at 10 µM | hit rate 1.4% among 360,000 | AID 602449;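 active = inhibition of 50% or more, scaled per plate between neutral and stimulator controls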;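 also: 0% = DMSO wells given calcium and 100% = 1 mM EGTA wells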
ATG4B inh = ATG4B (human) cysteine protease inhibition; Q9Y4P1; ATG4B cleavage of LC3-PLA2, NBD-HPC fluorescence, 1 h; inhibition, % at 8.33 µM; hit rate 0.51% among 340,000; in the data active = inhibition above about 40%
hIAP block = human IAP inhibition; P09923; purified IAP, CDP-Star luminescence, 30 min; inhibition, % at 10 µM; hit rate 0.12% among 330,000; AID 2544;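 active = inhibition reaching a set limit with compound at 10 µM in the primary screen, cut at about 35% in these data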;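 also: plate controls were DMSO wells with enzyme for no effect and no-enzyme buffer wells for full effect; values of inactives mirror those of a sister screen read the other way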
mIAP activ = increases mouse intestinal alkaline phosphatase activity; muIAP, CDP-Star luminescence, 30 min; active compounds read high; 1 = vehicle-only enzyme signal, 0 = enzyme-free wells; activation factor at 10 µM; hit rate 0.24% among 330,000; AID 2805;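 active = activation factor of at least 2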; also: the source names both 10 and 20 µM as test concentration; values of inactives mirror those of a sister screen read the other way
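Assay system: mouse IAP enzyme; reagent: chemiluminescent substrate CDP-Star; dosing: test compounds delivered from DMSO solution; schedule: 30 min at room temperature; measured by: luminescence from enzymatic CDP-Star hydrolysis; controls: DMSO-only wells and no-enzyme negative control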
Starred values were filed as active, the others as inactive; nt = not tested or not shown.

SMILES | mIAP block | hIAP act | APOBEC3G inh | MIN6 prolif | APOBEC3A inh | MPTP block | ATG4B inh | hIAP block | mIAP activ
O=C(Nc1cccc(Cl)c1)Nc1nnc(-c2ccccc2)o1 | 2 | 1 | -1 | -3 | -3 | 42 | 0 | -2 | 0.98
O=S1(=O)C=C(N2CCOCC2)c2ccccc21 | 10 | 1.1 | -10 | 1 | -1 | 0.6 | -8 | -6 | 0.9
COc1cc(CN2CCN(c3cccc(C)c3C)CC2)cc(Br)c1O | 8 | 0.88 | -4 | -5 | -2 | -1.5 | 25 | 12 | 0.92
COC(=O)NC1CSCC1OC(=O)CCN1C(=O)c2ccccc2C1=O (stereo not given) | 10 | 0.93 | -1 | -2 | -2 | 9.8 | -10 | 8 | 0.91
COC(=O)CSc1ncnc2c1sc1nc(N3CCOCC3)c3c(c12)CCCC3 | -6 | 0.94 | -8 | 0 | -2 | -2.8 | -22 | 6 | 1.1
O=c1cc(N2CCc3ccccc32)[nH]c(=O)n1-c1ccccc1Cl | 3 | 1.1 | -7 | -2 | 2 | 3.6 | -6 | -6 | 0.97
O=C(Nc1cccc(Cl)c1)c1cc(S(=O)(=O)N2CCOCC2)cs1 | 6 | 1.3 | -9 | -3 | 1 | -1.0 | -14 | -31 | 0.94
CC(=O)Nc1c2c(nn1-c1cccc(C)c1)CSC2 | 10 | 1 | -3 | 3 | -5 | 0.3 | 7 | 0 | 0.9
O=C(NCc1ccc(F)cc1)c1cc(-c2cccs2)on1 | 9 | 0.87 | -2 | -2 | 39 | -2.7 | -2 | 13 | 0.91
CCN(CC(=O)Nc1ccccc1C(F)(F)F)C(=O)Cc1ccc2c(c1)CCC2 | -6 | 0.94 | -7 | 2 | -2 | -0.5 | 8 | 6 | 1.1
C=CCN(c1ccccc1C(=O)O)S(=O)(=O)c1ccc(C)cc1 | 2 | 0.95 | -3 | -3 | -3 | -1.0 | -5 | 5 | 0.98
CCOc1ccc(-n2ccnc2SCC(=O)NCc2ccc3c(c2)OCO3)cc1 | 4 | 1.1 | -5 | -1 | -4 | -0.9 | -13 | -10 | 0.96
CCCN1C(=O)C(Cc2nc3ccccc3c(=O)n2C)c2ccccc21 (stereo not given) | -7 | 1 | -5 | 0 | -1 | -0.4 | -4 | 0 | 1.1
CCCCCC1CCC(c2nnc(SCC(C)=O)o2)CC1 (stereo not given) | 11 | 0.92 | -3 | -3 | 1 | -0.6 | -2 | 8 | 0.89
Nc1nc2c(s1)CC(c1ccccc1)CC2 (stereo not given) | -4 | 0.87 | -5 | -4 | -4 | -0.9 | -7 | 13 | 1
Cc1ccc(S(=O)(=O)NC(Cc2ccc(Cl)cc2)C(=O)O)cc1 (stereo not given) | 5 | 0.94 | -8 | 1 | -1 | -0.8 | 0 | 6 | 0.95
O=C(OCC(=O)N1CCc2ccccc21)c1cccnc1 | -5 | 1 | 0 | -1 | 0 | -1.1 | 1 | 0 | 1
COC(=O)CSC1=C(C#N)C(c2sccc2C)CC(=O)N1 (stereo not given) | 0 | 1.1 | -7 | 1 | -5 | -2.0 | -2 | -12 | 1
COc1ccccc1N=C1SCC(=O)N1c1ccccc1OC | 6 | 0.93 | 4 | -3 | 2 | 0.1 | 0 | 7 | 0.94
CC(=O)N1CCc2c(sc(NC(=O)Cc3ccccc3)c2C#N)C1 | 3 | 1 | -7 | -1 | -3 | -1.5 | -1 | 0 | 0.97
FC(F)(F)c1ccc(/C=N/n2c(C3CCCCC3)n[nH]c2=S)cc1 | -2 | 0.96 | 0 | -5 | 0 | 1.4 | 12 | 4 | 1
CN(C)c1ccc(CN(CC2CCCO2)C(=O)c2cccs2)cc1 (stereo not given) | 5 | 1.2 | -2 | -3 | 0 | -0.2 | -4 | -18 | 0.95
Cc1csc(NC(=O)C2CCN(C(=O)CSc3nnc(C)n3Cc3ccccc3)CC2)n1 | -2 | 0.94 | -3 | 5 | 0 | 1.1 | -6 | 6 | 1
Cc1occc(=O)c1OCc1ccc(F)cc1 | 4 | 0.86 | -5 | 2 | -1 | 1.2 | -11 | 14 | 0.96
CN(CCOc1ccccc1)C(=O)c1ccc(OC2CCN(C(=O)C3CC3)CC2)cc1 | 0 | 1 | -5 | -2 | -2 | 6.2 | -2 | -3 | 1
O=C(Nc1cnc2ccccc2c1)C1COc2ccccc2O1 (stereo not given) | -4 | 1.1 | -3 | -2 | 4 | -1.7 | -11 | -11 | 1
O=C1NC2=C(C(=O)CCC2)C(c2cccc([N+](=O)[O-])c2)N1 (stereo not given) | -16 | 1.1 | -9 | -2 | -7 | -0.1 | -2 | -6 | 1.2
CSc1cccc(NC(=O)CN(c2cccc(C)c2)S(C)(=O)=O)c1 | -17 | 1.1 | -3 | 0 | -1 | 1.7 | -11 | -5 | 1.2
CCn1c(SCC(=O)Nc2ccc3c(c2)OCCO3)nnc1-c1ccncc1 | 3 | 0.87 | -10 | -1 | -2 | -0.1 | -3 | 13 | 0.97
COCCNC(=O)c1cc2nc(-c3ccccc3)cc(C)n2n1 | -5 | 1.1 | -4 | 1 | 0 | -0.9 | 2 | -9 | 1
O=C(NN1CCN(Cc2ccccc2)CC1)c1ccc(Cl)cc1 | 9 | 0.94 | -4 | -1 | 0 | 3.1 | -10 | 6 | 0.91
COc1ccc(S(=O)(=O)N2CCN(C)CC2c2ccccc2)cc1 (stereo not given) | -7 | 1.1 | -9 | -5 | -4 | 0.5 | -2 | -8 | 1.1
COc1ccc(/C=N\NC(=O)c2ccc(Cn3cc(Br)c([N+](=O)[O-])n3)o2)c(OC)c1C | 11 | 0.94 | -7 | 0 | 0 | 2.0 | 1 | 6 | 0.89
CCOC(=O)Cc1nnc(Nc2cccc(C)c2)c2ccccc12 | -1 | 0.87 | -2 | -3 | 0 | 0.2 | -9 | 13 | 1
CN(CC(=O)Nc1ccc(N2CCOCC2)cc1)C(=O)CCCOc1ccc(Cl)cc1Cl | -6 | 1.1 | -1 | -4 | 0 | -1.0 | -5 | -8 | 1.1
CCOc1ccc2c(CC)cc(=O)oc2c1OCC | 5 | 1.1 | -2 | 0 | 0 | -1.7 | 3 | -13 | 0.95
O=C(Nc1ccc(OC(F)(F)F)cc1)Nc1cccc([N+](=O)[O-])c1 | 13 | 1 | 1 | -5 | 3 | 75* | 49* | 0 | 0.87
Cc1ccc(S(=O)(=O)N2CCC(C(=O)NNC(=O)c3ccncc3)CC2)cc1 | 6 | 0.93 | -7 | -2 | -4 | -0.7 | 2 | 7 | 0.94
Cc1ccc(C(=O)Nc2nc(-c3ccccc3)c(-c3ccccc3)o2)cc1 | 7 | 1 | -8 | -6 | -1 | 0.1 | 17 | -2 | 0.93
O=C(CN1CCN(Cc2ccccc2Cl)CC1)N/N=C/c1cccs1 | -3 | 1 | -2 | -2 | -3 | 1.2 | 1 | -2 | 1
O=C(NCc1ccc2c(c1)OCO2)c1cc(-c2ccccc2)nn1CC1CC(c2cccnc2)=NO1 (stereo not given) | -2 | 0.95 | -6 | -5 | -2 | -0.4 | -2 | 5 | 1
CCCN1C=CC(=C/C=C(\C#N)C(=O)OCC)C=C1 | 26 | 0.63 | -23 | -3 | -11 | nt | nt | 37* | 0.74
O=C1CSC(c2ccccn2)N1c1ccccc1 (stereo not given) | -6 | 0.92 | -7 | -2 | -5 | -0.9 | 6 | 8 | 1.1
COCCNC(=S)N1CCN(c2nc(-c3ccc(Cl)cc3)cs2)CC1 | -2 | 1.2 | -4 | -4 | -5 | 2.4 | -4 | -16 | 1
CCCN(CCC)S(=O)(=O)c1ccc(NC(=O)c2cc(C(=O)OC)cc([N+](=O)[O-])c2)cc1 | 6 | 1.1 | -7 | -5 | -1 | 88* | 1 | -7 | 0.94
CCOC(=O)N1CCN(C2=C(NS(=O)(=O)c3ccccc3)C(=O)c3ccccc3C2=O)CC1 | 1 | 1.1 | -4 | -5 | -6 | 0.1 | 4 | -10 | 0.99
CCCCN(CC)CCCNC(=O)C1CCN(c2ncnc3c2sc2cccc(F)c23)CC1 | -18 | 1.3 | -3 | -5 | 7 | 2.1 | 0 | -30 | 1.2
O=C(C1=C(O)C(=O)N(CCc2ccccc2)C1c1cccnc1)c1ccco1 (stereo not given) | 21 | 1.1 | -2 | -2 | 2 | -0.3 | -17 | -8 | 0.79
COc1ccccc1OCCNC(=O)C1CCN(C(C)=O)CC1 | 6 | 0.97 | -9 | -1 | -5 | -0.2 | 1 | 3 | 0.94
CCOc1ccc(NC(=O)CN(C)C(=O)CN2C(=O)C3CCCCC3C2=O)cc1OCC (stereo not given) | -2 | 1 | -4 | 3 | 3 | 0.5 | -3 | -2 | 1

The results go on:
SMILES | mIAP block | hIAP act | APOBEC3G inh | MIN6 prolif | APOBEC3A inh | MPTP block | ATG4B inh | hIAP block | mIAP activ
O=C(Nc1cccc(C(=O)NC2CCCCC2)c1)c1ccccc1 | -8 | 1.1 | -5 | 0 | 1 | 0.1 | -2 | -6 | 1.1
CCC(=O)c1ccc(OCC(O)CNCc2ccc(F)cc2)cc1 (stereo not given) | 0 | 0.98 | -4 | -1 | -2 | -0.1 | -6 | 2 | 1
S=C(NCC1CCCCC1)Nc1cccnc1 | -1 | 0.89 | 1 | 0 | -4 | 0.8 | -4 | 11 | 1
Nc1cc(Cl)ccc1N1CCCCC1 | 2 | 0.96 | -3 | -3 | -2 | 0.1 | -1 | 4 | 0.98
O=c1oc2ccccc2cc1-c1csc(NN=C2CCCCC2)n1 | 25 | 1 | -8 | -3 | -3 | 0.9 | 41* | -3 | 0.75
S=C(NCCCN1CCOCC1)Nc1ccc(Cl)c(Cl)c1 | -20 | 0.99 | -1 | 0 | 0 | 2.6 | -12 | 1 | 1.2
CC[C@@]1(C(=O)OC)N[C@H](CN(C)C(=O)Nc2ccccc2)[C@@H]2C(=O)N(Cc3ccccc3)C(=O)[C@@H]21 | 7 | 1.1 | -6 | -1 | -4 | 0.1 | nt | -13 | 0.93
COc1ccc(C2CC(=O)c3cnn(-c4nc(C)cc(C)n4)c3C2)cc1OC (stereo not given) | 9 | 0.99 | -12 | 0 | -3 | 2.6 | -10 | 1 | 0.91
CC1=CC(c2ccc(Cl)cc2)n2nc(NC(=O)CCCC(=O)O)nc2N1 (stereo not given) | -5 | 1 | -9 | -2 | -4 | -0.8 | 2 | -4 | 1
COc1cccc(/C=C/c2nc3c(cnn3-c3ccccc3)c(=O)[nH]2)c1 | 8 | 1.1 | -7 | -2 | -11 | 3.2 | -5 | -9 | 0.92

Structural class: the entries above with bromine (two)
SMILES | mIAP block | hIAP act | APOBEC3G inh | MIN6 prolif | APOBEC3A inh | MPTP block | ATG4B inh | hIAP block | mIAP activ
COc1cc(CN2CCN(c3cccc(C)c3C)CC2)cc(Br)c1O | 8 | 0.88 | -4 | -5 | -2 | -1.5 | 25 | 12 | 0.92
COc1ccc(/C=N\NC(=O)c2ccc(Cn3cc(Br)c([N+](=O)[O-])n3)o2)c(OC)c1C | 11 | 0.94 | -7 | 0 | 0 | 2.0 | 1 | 6 | 0.89

More records.
SMILES | mIAP block | hIAP act | APOBEC3G inh | MIN6 prolif | APOBEC3A inh | MPTP block | ATG4B inh | hIAP block | mIAP activ
Cc1cccc(NC(=O)CSc2nc3c(c(=O)[nH]2)CCCC3)c1C | -8 | 0.95 | -4 | -3 | -5 | -0.2 | -1 | 5 | 1.1
Cc1ccc(C(=O)N(CC(=O)NC2CCCC2)c2ccccc2Cl)s1 | -1 | 0.93 | -7 | 6 | -2 | -2.1 | -1 | 7 | 1
CCCc1nc(NCc2ccco2)c(C#N)c2c1COC(C)(C)C2 | 10 | 0.92 | -5 | 2 | -3 | 1.8 | -5 | 8 | 0.9
CSc1nnnn1-c1ccc(C)c(Cl)c1 | 9 | 0.98 | -10 | 0 | 1 | -0.6 | -8 | 2 | 0.91

Compound activity deposited in PubChem by Sanford-Burnham Center for Chemical Genomics.
